Screening results from PubChem BioAssay.
POLB inh: blocks human DNA polymerase beta activity | Pol beta primer extension/strand displacement, fluorescence kinetic | P06746 | 340,000 compounds, 1.3% hits | AID 485314 | Potency, µM (titrated, usually from 114 µM), inactives show top-dose activity change, negative = inhibition, actives largely listed as inhibitors; note: potency is the fitted concentration of half-maximal effect; % is set by controls: 0 for no effect and ±100 for the full control effect
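Kinetic readout of DNA synthesis with strand displacement by Pol beta. Compound and 10 nM enzyme sit 15 min at room temperature; 50 nM substrate starts the reaction, read immediately and at 10 min.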
Pol eta inh: inhibitors of human DNA polymerase eta; recombinant Pol eta, fluorescent DNA replication assay; 390,000 compounds, 1.2% hits; Q9Y253; Potency, µM (titrated, usually from 114 µM), for the others: at the highest dose activity change, negative = inhibition, actives largely listed as inhibitors; note: potency is the fitted concentration of half-maximal effect; % is set by controls: 0 for no effect and ±100 for the full control effect
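Pol eta at 10 nM preincubated with compounds 15 min at room temperature; reaction started with fluorescent substrate (50 nM final) and read kinetically at 0 and 10 min.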
Apoferritin bind: candidate novel general anesthetic via apoferritin binding; Potency, µM (doses to about 77.5 µM), for the others: top-dose activity change, negative = displacement, most hits filed as inhibitors; 350,000 compounds, 0.074% hits; apoferritin/1-aminoanthracene competitive binding, fluorescence; note: potency is the fitted concentration of half-maximal effect; % is set by controls: 0 for no effect and ±100 for the full control effect; nearly all actives have a fitted effect of over 20% in size
Target sequence (P02791 2-175 limits assumed): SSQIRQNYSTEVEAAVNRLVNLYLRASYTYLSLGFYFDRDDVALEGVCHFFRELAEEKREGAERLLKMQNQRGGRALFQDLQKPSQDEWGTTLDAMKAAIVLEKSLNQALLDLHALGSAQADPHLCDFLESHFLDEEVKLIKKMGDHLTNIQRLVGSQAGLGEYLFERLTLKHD
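Steps: apoferritin (10 uM) was premixed with half-saturated 1-AMA in PBS, compounds were pin-transferred, plates stood 10 min at room temperature, fluorescence was read at 380/535 nm, and curves were fitted with a Hill equation.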
12-LOX inh: ALOX12 (human) lipoxygenase inhibition. AID 1671190. 580,000 compounds, 1.1% hits. purified 12hLO, xylenol orange hydroperoxide absorbance. Potency, µM (titrated, usually from 108 µM), for inactives: top-dose activity change, negative = inhibition, most hits filed as inhibitors; note: potency is the fitted concentration of half-maximal effect; % is set by controls: 0 for no effect and ±100 for the full control effect
Target sequence (P18054 whole entry, looked up): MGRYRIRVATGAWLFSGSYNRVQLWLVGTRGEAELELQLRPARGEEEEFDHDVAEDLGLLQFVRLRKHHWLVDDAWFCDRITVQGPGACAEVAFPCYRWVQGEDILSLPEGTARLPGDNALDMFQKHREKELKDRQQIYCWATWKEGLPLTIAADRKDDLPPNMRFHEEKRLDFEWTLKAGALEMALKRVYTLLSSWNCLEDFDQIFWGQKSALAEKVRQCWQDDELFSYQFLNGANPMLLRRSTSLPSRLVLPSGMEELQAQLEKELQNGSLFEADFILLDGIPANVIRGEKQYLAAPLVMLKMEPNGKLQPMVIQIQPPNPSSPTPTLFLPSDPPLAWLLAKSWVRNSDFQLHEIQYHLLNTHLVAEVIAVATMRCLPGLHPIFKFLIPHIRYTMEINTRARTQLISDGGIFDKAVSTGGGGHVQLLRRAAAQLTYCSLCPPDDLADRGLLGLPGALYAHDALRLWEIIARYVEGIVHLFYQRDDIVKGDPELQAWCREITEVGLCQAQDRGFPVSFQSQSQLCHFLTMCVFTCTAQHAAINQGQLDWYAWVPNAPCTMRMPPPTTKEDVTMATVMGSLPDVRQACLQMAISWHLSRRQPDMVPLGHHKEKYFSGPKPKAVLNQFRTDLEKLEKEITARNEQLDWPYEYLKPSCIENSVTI
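Hydroperoxide product was detected by ferrous iron/xylenol orange as the 573 to 405 nm absorbance ratio. Arachidonic acid at 40 uM (final) was turned over for 30 min at room temperature by 150 nM human 12hLO, pH 7.0 Hepes buffer, after 15 min compound preincubation.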
APE1 inh: blocks human APE1 abasic DNA cleavage; P27695; recombinant APE1, TAMRA/BHQ-2 abasic DNA cleavage fluorescence; Potency, µM (highest dose often 65.8 µM), inactives show top-dose activity change, negative = inhibition, usual class: inhibitors; 350,000 compounds, 0.35% hits; AID 2517;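 note: potency is the fitted concentration of half-maximal effect; plate controls were vehicle for no effect and reference inhibitor for full effect; nearly all actives have a fitted effect of over 55% in size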
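0.75 nM APE1 + cpd, 15 min RT; start w/ 50 nM TAMRA/BHQ-2 THF-abasic dsDNA; kinetic fluor 525/598 nm ×3 reads @60 s; Δ(read3−read1); normalized to DMSO and NSC13755 control wells.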
LDHA inh: inhibitors of human lactate dehydrogenase A. purified LDHA, NADH/diaphorase-resazurin fluorescence; stronger effect = lower value. activity change, % (values are at about 110 or 230 µM). 480,000 compounds, 0.15% hits. AID 1347041; in the data active = activity change below about -30%; inconclusive = mostly about -25% to -30%;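 note: plate controls were DMSO wells for no effect and wells without enzyme for full effect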
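Human LDH5 (2 nM) was incubated with 0.06 mM NADH and 0.2 mM pyruvate for 5 min at room temperature in Tris pH 7.4. Remaining NADH was coupled through diaphorase/resazurin, and resorufin fluorescence was read at 0 and 20 min.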
RGS4 inh: inhibitors of human regulator of G protein signaling 4. Potency, µM (doses to about 114 µM), for the others: top-dose activity change, negative = inhibition, hits mostly inhibitors. 390,000 compounds, 0.039% hits. Transcreener GDP fluorescence polarization, RGS4-accelerated GTP hydrolysis. P49798; note: potency is the fitted concentration of half-maximal effect; % is set by controls: 0 for no effect and ±100 for the full control effect; nearly all actives have a fitted effect of over 75% in size; some results filed as inactive show a strong effect at the top dose
Target sequence (P49798 whole entry, looked up): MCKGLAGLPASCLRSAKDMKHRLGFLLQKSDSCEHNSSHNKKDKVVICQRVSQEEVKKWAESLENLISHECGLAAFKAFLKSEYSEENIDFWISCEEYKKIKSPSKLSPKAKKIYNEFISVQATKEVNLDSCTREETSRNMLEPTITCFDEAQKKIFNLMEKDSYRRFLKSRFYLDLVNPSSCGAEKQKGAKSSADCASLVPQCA
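MLSMR compounds (23 nl, pin-transferred) preincubated 10 min at room temperature with a 500nM (2x) first reagent, then RGS4 at 900nM (2x) plus Transcreener GDP mix added; fluorescence polarization (620/688 nm) read before and after 90 min at 30 °C.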
POLK inh: DNA polymerase kappa (human) inhibition. purified Pol kappa, fluorescent DNA synthesis assay, 10 min. Potency, µM (series often up to 107 µM), for inactives: at the top dose activity, negative = inhibition, hits mostly inhibitors. 400,000 compounds, 0.53% hits; note: potency is the fitted concentration of half-maximal effect; % is set by controls: 0 for no effect and ±100 for the full control effect
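Kinetic fluorescence screen: compound preincubated 15 min RT with 10 nM enzyme; 50 nM substrate (final) initiates; reads at 0/10 min.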
ERG Ets-DNA blk: inhibitors of human ERG Ets domain-DNA interaction; fluorescence polarization, His-ERG Ets domain / labelled DNA; Potency, µM (doses to about 76.9 µM), without a hit: at the highest dose FP activity, negative = inhibition, usual class: inhibitors; 370,000 compounds, 0.028% hits; AID 624246; active = well fitted inhibition curve with a large enough effect in the polarisation, with a control signal flat; inconclusive = small, poorly fitted or top-dose-only effect, or effect the other way, or a change in a side signal; inactive = no such curve, though single readings can be large or run the other way; the % refers to the polarisation;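 note: polarization taken with two DNA probes labelled with fluorescein and Texas red; potency is the fitted concentration of half-maximal effect; % of control where 0% means no effect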
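His-tagged ERG Ets domain (1 uM in the protein solution; 300mM KCl, 50mM Tris-HCl, 1mM EDTA, 1mM DTT, pH 7.5) received compound, then a probe mix of 5 nM fluorescein-DNA and 100nM Texas-615-DNA. Fluorescence polarization was read for both dyes.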
The depositor's hits bear a star; ? = inconclusive; · = no result given; [ ] = remark or other dose. Unless noted, calls come from the whole dose curve; as a rule, active = well fitted curve in the direction sought with a large enough effect; inconclusive = small, poorly fitted or top-dose-only effect, or another doubt; inactive = no such curve, though single readings can be large; an effect the other way counts as inactive or inconclusive. A portion of the library, so the mix of outcomes need not match the whole.

The line under a structure holds: POLB inh | Pol eta inh | Apoferritin bind | 12-LOX inh | APE1 inh | LDHA inh | RGS4 inh | POLK inh | ERG Ets-DNA blk
> CN(Cc1ccc2nonc2c1)Cc1nc(CC2CC2)no1
→ 21% | -16% | -9% | -1% | 0% | -3 | 8% | 0% | -2%
> Cc1cc(-c2nc3ccccc3s2)ccc1N
→ · | -18% | · | -10% | · | -2 | ? | -12% | 10%
> Cc1cc(NC(=O)CSc2nc3cc4c(cc3c(=O)n2CCc2ccccc2)OCO4)no1
→ -11% | -5% | -10% | 0% | -2% | -7 | -33% | 8% | -1%
> N#CCC(=O)N/N=C/c1ccc(N2N=C(c3ccccc3)CC2c2ccccc2)cc1 (centres undefined)
→ -2% | -10% | 142%[activator] | -17% | 77%[activator] | -9 | 1% | -14% | 7%
> Nc1nc(N)nc(-c2cccc(Br)c2)n1
→ · | -8% | · | 2% | · | -9 | 0% | -16% | ·
> CC(=O)Nc1c(Cl)cc2c(c1Cl)C(=O)c1ccccc1-2
→ · | -1% | · | -21% | · | -7 | -13% | -10% | 0%
> O=C1N[C@@H](Cc2ccccc2)COC(=O)[C@H](Cc2ccc(F)cc2)C/C=C\C[C@H]1CC(=O)N(CCO)Cc1ccccc1
→ · | -12% | · | ? | -29% | 5 | -13% | -3% | -10%
> Cc1cccc(N2CCN(C(=O)c3ccncc3)CC2C)c1 (centres undefined)
→ 1% | 8% | -4% | 49%[activator] | 6% | 7 | -5% | -4% | 17%
> O=C(c1noc2c1CCCC2)N1CCCCC1
→ -19% | -4% | -5% | 9% | 1% | 1 | 16% | 2% | 6%
> Cc1onc(-c2ccccc2Cl)c1C(=O)Nc1ccccc1
→ -22% | -8% | -5% | 0% | 1% | -13 | 24% | -17% | -4%
> Cc1ccc(-c2cc(C(=O)NCCc3ccccc3)c3c(-c4ccc(C)cc4)[nH]nc3n2)cc1
→ -2% | · | -16% | 3% | · | -17 | -21% | -7% | -1%
> CCN1CCc2c(sc(NC(=S)NC(=O)c3ccco3)c2C(N)=O)C1
→ 9% | 2% | -15% | 0% | -1% | -3 | ? | -17% | -2%
> CCOc1ccc(S(=O)(=O)N2CCCCC2)cc1NC(=O)CSCc1c(C)noc1C
→ · | -7% | · | ? | 5% | 1 | -17% | 3% | -15%
> Cn1cc(-c2cc3n(n2)CCC(=O)N3CC(=O)O)c2ccccc21
→ 5% | · | 7% | ? | · | -2 | 7% | 0% | -3%
> COc1cc(C(=O)NCC(=O)OCC(=O)c2cccc3ccccc23)cc(OC)c1OC
→ 33% | -2% | ? | 0% | -13% | 2 | -34% | 6% | -5%
> COc1cc(OC)c(C(=O)OCC(=O)N2CC(=O)Nc3ccccc32)cc1OC
→ 25% | -7% | 1% | 3% | -2% | -8 | -21% | 1% | 11%
> O=C(CCn1cnc2onc(-c3ccc(F)cc3)c2c1=O)Nc1cccc(C(F)(F)F)c1
→ 0% | -14% | -20% | ? | · | 0 | 0% | -7% | -9%
> O=C(Nc1ccccc1)C1=C[C@H](c2coc3ccccc3c2=O)C[C@H](OCc2ccc(CO)cc2)O1
→ -2% | -15% | -7% | 9% | 5% | -4 | 2% | 0% | -3%
> CC(NC(=O)Nc1cccnc1)(C(F)(F)F)C(F)(F)F
→ 21% | -12% | -10% | 21% | 14% | -5 | 13% | -20% | -2%
> CC(=O)OCC(=O)Nc1ccccc1OC(F)F
→ 93% | -18% | -6% | 5% | ? | -2 | -5% | 1% | 18%
> S=C(Nc1ccc2c(c1)OCCO2)Nc1ccccc1Cl
→ -10% | -9% | -10% | ? | 24% | 0 | -15% | -4% | -6%
> CN(C)c1ccc([N+](=O)[O-])cc1C(=O)NCC(c1ccco1)N(C)C (centres undefined)
→ 40% | -19% | -5% | -22% | 6% | 0 | 9% | 1% | 6%
> CCOc1ccccc1NC(=O)NNS(=O)(=O)c1ccc([N+](=O)[O-])cc1
→ 53% | -8% | -9% | -1% | -6% | -1 | 23% | -7% | 14%
> CCCc1nn(C)c2c(=O)[nH]c(-c3cc(S(=O)(=O)N(CCO)CCO)ccc3OCC)nc12
→ ? | -18% | 4% | -5% | 4% | -6 | -18% | 0% | 2%
> O=c1oc2c(F)cc(F)cc2cc1S(=O)(=O)c1ccc(F)cc1
→ 27% | · | 28% | -13% | · | 4 | -15% | -4% | 5%
> O=c1[nH]c2c(c(=O)n1Cc1ccccc1)CCC2
→ 0% | -4% | -22% | -19% | 3% | -2 | -16% | -2% | -2%
> Cn1c(CCN2CCCCC2)nc2cc(NC(=O)C3CCCCC3)ccc21
→ -2% | 7% | -5% | -6% | 3% | -3 | -14% | -14% | 2%
> CC(=O)c1ccc(NC(=O)CN2CCC(NC(=O)C3CCCCC3)CC2)cc1
→ -17% | 0% | -7% | 38%[activator] | 9% | -14 | 15% | -4% | 2%
> Fc1cccc(NC(=S)NNc2ccccc2)c1
→ -1% | -9% | -8% | ? | -6% | 34 | -43% | -14%[60.1 µM] | 0%
> Cc1ccc(NC(=O)CS(=O)CC(=O)N(CC(=O)NC2CCCC2)c2ccc3c(c2)OCCO3)cc1 (centres undefined)
→ 0% | -2% | -10% | 2% | 2% | -13 | -9% | -4% | -9%
> CCN(CC)CCc1c(C)[nH]c(C(=O)OCc2ccccc2)c1C
→ 0% | -12% | -18% | 16% | 4% | -8 | 11% | 1% | 7%
> CCOc1ccc(C(=O)NCC(=O)OCC(=O)NC2CCCC2)cc1
→ 20% | -3% | -6% | ? | 14% | -12 | -28% | -3% | -4%
> O=C(Cn1nc(-c2ccccc2)ccc1=O)Nc1cccc(NC(=O)c2ccccn2)c1
→ 14% | · | -5% | -19% | 18% | · | · | · | ·
> Cc1cc(C)c(S(=O)(=O)N2CCN(C(=O)CCOc3ccccc3C)CC2)c(C)c1
→ · | -24% | · | 6% | 12% | -6 | -12% | 3% | 9%[15.4 µM]
> Cc1cccc(C2=NN(c3ccc(Br)cc3)[C@@H](C(=O)N3CCOC3=O)[C@@H]2c2ccc(F)cc2)c1
→ -17% | -20% | 522%[activator] | -28% | -6%[50.4 µM] | -3 | -6% | -14%[60.1 µM] | 8%
> CN(C)C(=O)c1ccc(-c2cncnc2NCc2cccs2)cc1
→ · | · | -8% | -59% | 2% | · | · | -2%[60.1 µM] | ·
> Cc1ccc(OCCOC(=O)c2c(-c3ccccc3)noc2C)cc1
→ -22% | -24% | 11% | -9% | 2% | 1 | -11% | -25% | -6%
> CCCS(=O)(=O)N1CCCC(C(=O)NCCN(Cc2ccccc2)C(C)C)C1 (centres undefined)
→ 14% | 4% | -7% | 0% | -15% | -6 | -16% | -6% | 2%
> Cc1cc(S(=O)(=O)n2ccnc2C(C)C)cc([N+](=O)[O-])c1C
→ 34% | -3% | 4% | 1% | · | -6 | 1% | -2% | 0%
> CCC(Sc1nc(N)cc(N)n1)C(=O)O (centres undefined)
→ 9% | -5% | 1% | -24% | 2% | -5 | 0% | 1% | 5%
> COc1ccc(NC2CCCN(C(=O)c3ccc4[nH]c(C)c(C)c4c3)C2)cc1 (centres undefined)
→ 3% | ? | -11% | -9% | -8% | 1 | 8%[11.4 µM] | -12% | -4%
> CNC(=O)CNC(=O)Nc1ccc(Cl)c(Cl)c1
→ -22% | -17% | -12% | · | 1% | -5 | 1% | -3% | 8%
> Cc1nn(-c2ccccc2)nc1C(=O)OCC(=O)N1CCC(C)CC1
→ · | -16% | · | -18% | 21% | -3 | 0% | 0% | -4%
> COc1ccc(C(=O)OC2CCCCC2CN(C)C)cc1 (centres undefined)
→ -1% | -14% | 4% | 83%[activator] | 53%[activator] | -2 | -16% | 9% | -10%
> O=C(NC(=O)N1CCCCCC1)c1ccc(Cl)cc1
→ 42% | -17% | -15% | 0% | 1% | -2 | -14% | -17% | 2%
> COc1ccc(CCN(C(=O)C(F)(F)F)C(C(=O)NC2CCCCC2)c2ccc(C)s2)cc1 (centres undefined)
→ 30% | 0% | -6% | 24% | 0% | -19 | -10% | -11% | ·
> S=c1nc[nH]c2c1[nH]c1ccccc12
→ -4% | -16% | ? | ? | 1% | -2 | ? | -6% | -2%
> CC(=O)Nc1ccc(OC/C=C(\C)Cl)cc1
→ -1% | 3% | ? | 19% | 1% | -9 | 18% | -8% | ·

Profiles, quoted from the list. Order of screens: POLB inh	Pol eta inh	Apoferritin bind	12-LOX inh	APE1 inh	LDHA inh	RGS4 inh	POLK inh	ERG Ets-DNA blk
`O=C(Cn1nc(-c2ccccc2)ccc1=O)Nc1cccc(NC(=O)c2ccccn2)c1` is listed as 14%	·	-5%	-19%	18%	·	·	·	·
`Cc1ccc(OCCOC(=O)c2c(-c3ccccc3)noc2C)cc1` is listed as -22%	-24%	11%	-9%	2%	1	-11%	-25%	-6%
`COc1cc(OC)c(C(=O)OCC(=O)N2CC(=O)Nc3ccccc32)cc1OC` is listed as 25%	-7%	1%	3%	-2%	-8	-21%	1%	11%
`COc1ccc(CCN(C(=O)C(F)(F)F)C(C(=O)NC2CCCCC2)c2ccc(C)s2)cc1` (centres undefined) is listed as 30%	0%	-6%	24%	0%	-19	-10%	-11%	·
`O=c1[nH]c2c(c(=O)n1Cc1ccccc1)CCC2` is listed as 0%	-4%	-22%	-19%	3%	-2	-16%	-2%	-2%
